GDH-TPI counter: GDH-TPI coupled enzyme inhibition counter-screen | GDH-TPI coupled enzyme counterscreen, NADH absorbance | inhibition, % at 4.8 µM | 1.2% of 360,000 active;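 further: 0% = DMSO wells and 100% = wells lacking the enzyme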
BoNT F protease: blocks Botulinum neurotoxin F light chain protease | Multiplex microsphere protease cleavage assay, flow cytometry | inhibition, % at 10 µM | 0.22% of 360,000 active | AID 588497; in the data active means inhibition above about 35%, passing the limit was not always enough; inconclusive means no clear call, values can overlap the other calls; further: plate controls were buffer without enzyme for full effect and enzyme alone for no effect
BioA inh: BioA (M. tuberculosis) enzyme inhibition. inhibition, % at 9.99 µM. 0.096% of 360,000 active. purified M. tuberculosis BioA enzyme, plate reader; in the data active means inhibition above about 40%; inconclusive means no clear call, values can overlap the other calls
Mtb UGM inh: Mtb UDP-galactopyranose mutase inhibition; P9WIQ1; purified UGM, fluorescence polarization probe displacement; inhibition, % at 10 µM; 0.06% of 320,000 active; AID 504406; in the data active means inhibition above about 10%, passing the limit was not always enough; inconclusive means no clear call, values can overlap the other calls
Rv3671c protease: inhibitors of M. tuberculosis serine protease Rv3671c; P9WHR9; 0.048% of 320,000 active; inhibition, % at 5.96 µM; AID 2606; in the data active means inhibition above about 38%;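 further: extracellular domain of Rv3671c used as enzyme; 0% = enzyme with DMSO and 100% = no enzyme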
Target sequence (P9WHR9 whole entry, looked up, the tested form may be a part): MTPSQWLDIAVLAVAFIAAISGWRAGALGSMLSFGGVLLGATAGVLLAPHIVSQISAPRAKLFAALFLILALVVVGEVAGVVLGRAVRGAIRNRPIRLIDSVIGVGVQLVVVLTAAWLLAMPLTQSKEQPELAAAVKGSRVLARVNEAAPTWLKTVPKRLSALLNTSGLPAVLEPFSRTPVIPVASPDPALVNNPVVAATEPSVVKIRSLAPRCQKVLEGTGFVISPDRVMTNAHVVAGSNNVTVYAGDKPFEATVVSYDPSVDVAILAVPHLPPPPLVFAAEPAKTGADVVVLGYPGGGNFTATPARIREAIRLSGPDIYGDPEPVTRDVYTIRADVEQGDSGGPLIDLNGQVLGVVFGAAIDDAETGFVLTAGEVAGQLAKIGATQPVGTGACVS
CCHFV vOTU inh: blocks the CCHF virus ovarian tumor domain protease; CCHFV vOTU protease, Pep-AMC fluorescence; inhibition, % at 11.5 µM; 0.55% of 370,000 active; further: 0% = vehicle wells with enzyme and 100% = no enzyme wells
FadD28 binding: blocks FadD28 binding to the bisubstrate probe; 0.22% of 360,000 active; inhibition, % at 12.5 µM; fluorescence polarization; in the data active means inhibition above about 8.5%, passing the limit was not always enough; inconclusive means no clear call, values can overlap the other calls
VHR inh abs: blocks human VHR1 dual specificity phosphatase | 0.52% of 290,000 active | inhibition, % at 13.3 µM | P51452 | recombinant VHR phosphatase, pNPP absorbance; in the data active means inhibition above about 50%; further: some compounds called inactive have numbers as strong as hits
Target sequence (P51452 whole entry, looked up): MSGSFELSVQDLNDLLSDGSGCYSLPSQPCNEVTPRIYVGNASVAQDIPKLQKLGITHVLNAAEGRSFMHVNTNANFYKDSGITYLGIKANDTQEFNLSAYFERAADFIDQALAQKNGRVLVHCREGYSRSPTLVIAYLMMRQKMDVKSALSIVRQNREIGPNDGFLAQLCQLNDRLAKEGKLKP
MazEF act: activators of E. coli MazEF toxin-antitoxin RNase; P0AE70; FAM/BHQ RNA-DNA oligo cleavage fluorescence, 5 h; activation, % at 20 µM; 0.32% of 350,000 active; AID 504720; in the data active means activation above about 50%
Target sequence (P0AE70 whole entry, looked up): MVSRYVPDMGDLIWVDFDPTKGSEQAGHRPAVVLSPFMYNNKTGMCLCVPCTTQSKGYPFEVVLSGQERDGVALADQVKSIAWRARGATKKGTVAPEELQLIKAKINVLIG
FBA Mtb inh: inhibitors of M. tuberculosis fructose-bisphosphate aldolase; P9WQA3; inhibition, % at 1 µM; 2.3% of 360,000 active; purified M. tuberculosis FBA, fluorescence read-out; AID 588726; in the data active means inhibition above about 27%;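 further: 0% = vehicle and 100% = reference inhibitor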
The depositor's hits bear a star; u = inconclusive; x = no result given; & = joins results of further samples. Unless noted, no stated cut-off is given here; in the data, active means inhibition above about 30%; inactive means the rest.

SMILES,GDH-TPI counter,BoNT F protease,BioA inh,Mtb UGM inh,Rv3671c protease,CCHFV vOTU inh,FadD28 binding,VHR inh abs,MazEF act,FBA Mtb inh
O=C(CSc1nnc(-c2cccnc2)n1Cc1ccco1)c1ccc2ccccc2c1,10,u,32,-0.4,-12,1,-1.3,23,-2,1
CCn1nc(C)cc1-c1nnc(SCC(=O)Nc2ccccc2)n1CCCOC,2,u,x,-0.3,4,-8,-0.7,12,-1,0
CCC(C)NC(=O)CSc1nc2ccccc2c(=O)n1-c1c(C)n(C)n(-c2ccccc2)c1=O (centres undefined),-8,0,-1.2,0.3,2,-4,-3.6,22,5,-1
O=C(C1COc2ccccc2O1)N1CCn2c(nc3ccccc32)C1 (centres undefined),-4,-3,7.3,1.0,1,-3,-0.6,23,-1,-2
O=C(O)c1ccc2c(c1)ncn2C1CCCC1,-2,-9,-3.4,0.2,-3,-8,-1.9,2,2,-2
O=C(c1cc(C2CC2)nn1-c1ccccc1)N1CCN(S(=O)(=O)c2ccccc2)CC1,0,1,-1.4,x,x,-3,-2.8,x,-15,0
Cc1ccc(C2c3[nH]c4ccccc4c3C[C@H]3C(=O)N(c4ccccc4C(=O)N4CCC[C@H]4C(=O)O)C(=O)N23)cc1 (some centres undefined),0,-4,-0.3,-1.3,7,0,-3.4,21,0,1
CCOC(=O)C1CCNC(=O)C1=O (centres undefined),7,-1,x,x,x,-11,-4.9,x,0,-2
CCOC(=O)c1nn(-c2cccc(C)c2)c2nc(-c3ccccc3)c(C#N)c(=O)n12,15,1,1.1,3.6,5,-14,-0.7,-7,7,5
CC1CCc2c(sc3nc(SCC(=O)O)n(-c4ccccc4)c(=O)c23)C1 (centres undefined),12,-5,1.1,-2.0,-4,1,-3.1,14,-1,-1
O=C(NCc1ccc(N2CCCC2=O)cc1)c1ccc(F)cc1,-2,-2,-3.5,4.6,3,7,-1.6,5,3,-4
Nc1ccc(C2(c3ccc(N)cc3)c3ccccc3-c3ccccc32)cc1,7,-4,x,5.7,-2,2,-1.5,7,-1,1
O=C(O)c1cccnc1C(=O)N1CCc2c([nH]c3ccccc23)C1C(F)(F)F (centres undefined),5,-5,-1.8,1.8,0,-11,-0.6,-11,-3,3
COc1ccc2cc(C(=O)N3CCOCC3)sc(=O)c2c1OC,-2,-2,3.8,4.2,4,0,-3.0,18,11,4
CCOc1ccc(C(=O)COC(=O)C2CCN(c3ccc(C(F)(F)F)cn3)CC2)cc1,3,4,-1.0,-1.5,1,-2,-3.2,x,-11,-2
C=CCC1C(=O)NC(=S)NC1=O,-5,-4,x,1.8,-5,-10,-3.0,15,-9,-2
O=C(CSc1ccc(-c2ccc(Cl)cc2)nn1)N1CCCc2ccccc21,-3,4,1.1,x,-26,2,-2.6,-2,-2,1
COC(CNC(=O)c1cc(C)nn1-c1ccccc1)OC,11,-11,0.4,-0.6,-1,-5,0.7,18,-4,2
O=C(Cc1n[nH]c(=O)c2ccccc12)OCC(=O)c1ccc(F)cc1,-12,-2,-0.5,3.7,3,15,-2.2,x,8,2
c1ccc(Cc2nc3ccccc3o2)cc1,5,1,-1.2,0.9,11,-13,-2.0,10,-8,1
Cc1ccccc1NC(=O)Cc1nc(COC(=O)c2cc([N+](=O)[O-])ccc2N)cs1,4,0,0.6,-3.1,-2,25,-1.3,6,7,-2
CCOc1cc(C(c2c(C)[nH][nH]c2=O)c2c(C)[nH][nH]c2=O)ccc1OS(=O)(=O)c1ccccc1,-2,-6,-1.2,2.6,3,-4,-5.6,-8,-7,1
CCCCN(C)CCC(=O)Nc1ccc(C)cc1,10,0,x,1.4,-8,-7,-1.0,5,-1,5
CCO[C@H]1OC(C(=O)NCc2ccccc2)=C[C@@H](c2ccc(Br)cc2)[C@@H]1CCCO,-3,8,0.1,-2.2,9,-1,-6.3,10,5,0
N#C/C(=C\c1ccc(O)cc1)C(=O)NCc1cccc(Cl)c1,3,11,-2.6,-5.0,0,10,-0.2,2,-9,-2
COC(=O)/C=C1/SC(=NC(=O)c2cccc([N+](=O)[O-])c2)NC1=O,2,-2,0.7,1.7,-2,8,-4.4,-1,8,-3
CC(C(=O)NCCCn1ccnc1)(c1ccccc1)c1ccccc1,7,u,-0.5,-1.3,-4,-6,-1.6,23,-5,-1
COC(=O)c1[nH]c2cc(OC)ccc2c1NC(=O)CCN1CCN(Cc2ccc3c(c2)OCO3)CC1,16,-23,-3.2,x,x,0,-0.4,-1,3,2
CCNc1nc(OCCNC(C)=O)nc(N(C)C)n1,4,-2,-0.7,-1.1,-4,-3,-3.6,7,-3,-1
Cc1cccc(Nc2nc(-c3ccccc3)cs2)n1,0,u,-2.2,-3.6,-5,-7,-0.5,-12,2,1

Overlap with the part before: 4 compounds, followed by the next part.
SMILES,GDH-TPI counter,BoNT F protease,BioA inh,Mtb UGM inh,Rv3671c protease,CCHFV vOTU inh,FadD28 binding,VHR inh abs,MazEF act,FBA Mtb inh
CC(C(=O)NCCCn1ccnc1)(c1ccccc1)c1ccccc1,7,u,-0.5,-1.3,-4,-6,-1.6,23,-5,-1
COC(=O)c1[nH]c2cc(OC)ccc2c1NC(=O)CCN1CCN(Cc2ccc3c(c2)OCO3)CC1,16,-23,-3.2,x,x,0,-0.4,-1,3,2
CCNc1nc(OCCNC(C)=O)nc(N(C)C)n1,4,-2,-0.7,-1.1,-4,-3,-3.6,7,-3,-1
Cc1cccc(Nc2nc(-c3ccccc3)cs2)n1,0,u,-2.2,-3.6,-5,-7,-0.5,-12,2,1
CC1NC(=O)N(C)C2NC(=O)N(C)C(c3ccccc3)C12 (centres undefined),-8,1,0.9,1.6,14,-3,-2.2,26,0,0
Cc1cccc(NC(=O)c2ccc(NS(=O)(=O)c3c(C)noc3C)cc2)c1,-4,u,2.8,1.5,-8,5,-2.6,21,0,2
CN1CCN(C(=O)c2cc3ccccc3cc2O)CC1,-2,0,1.0,-1.0,-9,-1,-3.1,x,7,0
Cc1ccc(S(=O)(=O)N(CC(=O)NCC2CCCO2)C2CCCCC2)cc1 (centres undefined),8,-11,-1.6,-1.8,-2,6,-0.9,38,-14,-2
O=[N+]([O-])c1ccc(N/N=C/c2ccc[nH]2)cc1,26,-32,2.0,-1.8,-4,14,0.2,-4,9,-19
CC(=O)c1ccc(N2C(=O)NC3(CCCCC3)C2=O)cc1,-3,12,1.3,-0.3,4,14,-5.9,20,-3,2
Nc1ccc2c(c1)N=[N+]([O-])c1cc(N)ccc1C2,4,u,-1.3,1.6,4,-13,-0.3,44,10,0
Cc1nc(OCc2ccccc2)c2ccccc2n1,12,-3,-4.1,-3.4,3,6,-1.9,8,16,7
Cc1nc(-c2ccccc2)sc1C(=O)/C=C/N(C)C,9,6,x,-2.1,-7,6,-2.1,-7,2,-7
COC(=O)C1=C(c2ccccc2)C[C@@H]2CC[C@H]1N2C(=O)NC1CCCCC1,4,-2,1.4,0.8,0,0,0.4,x,5,3
Nc1nnc(COc2cccc(C(F)(F)F)c2)s1,12,10,-2.8,1.5,5,-2,-2.7,-6,8,4
CCN1CCN(C(=O)c2nn(C)c3c2CS(=O)(=O)c2ccccc2-3)CC1,-5,2,-1.5,-1.3,3,14,-1.0,17,10,2
O=C1c2ccc([N+](=O)[O-])cc2C(=O)N1c1c[nH]c(=O)[nH]c1=O,12,1,-0.6,3.3,-4,9,-0.7,9,-5,1
CC1Cc2ccccc2N1S(=O)(=O)c1cccc(C(=O)NCc2ccccn2)c1 (centres undefined),0,-2,1.1,1.2,6,9,-2.9,x,3,0
CC(C)CNC(=O)C1(C)CCCN1C(=O)c1ccncc1 (centres undefined),15,8,-2.7,x,x,-6,0.7,x,x,4
CC(C(=O)Nc1sccc1C(N)=O)N1C(=O)C2CC=CCC2C1=O (centres undefined),12,-24,1.3,2.1,-8,9,-3.7,27,-8,-4
O=C(NCc1ccco1)c1ccc2sc([C@H]3C[C@H](O)[C@@H](CO)O3)nc2c1,4,6,-0.8,x,x,7,0.0,x,x,14
C/C(=N\NC(=O)C1CC1)c1ccc2c(c1)OCCO2,-4,-2,x,-2.5,6,6,-1.8,18,10,3
COc1ccc(Nc2nc3ccccc3nc2-n2nc(C)cc2C)cc1,6,10,-10,5.3,1,4,-3.2,28,178*,1
COc1ccc(OC)c(S(=O)(=O)Nc2ccc3oc4c(c3c2)C(=O)CCC4)c1,-1,-2,-0.2,1.8,-4,-1,-5.8,-7,6,1
COC(=O)CCC(=O)c1oc2ccc(Cl)cc2c1NC(=O)CCCN1C(=O)c2ccccc2C1=O,7,8,-0.2,-1.3,-3,14,-0.3,14,-5,4
CCOc1ccc(C(C#N)N2CCOCC2)cc1OC (centres undefined),-7,-3,-0.2,0.3,-6,5,-4.0,-6,2,-17
CC(C)CN1CCN(Cc2nc3ccccc3s2)CC1CCO (centres undefined),1,1,x,-1.2,0,0,-0.4,12,1,2
S=c1[nH]nc(C2CCCCC2)n1/N=C/c1ccccc1,3,u,0.3,1.4,-1,-3,2.7,2,8,-2
Cc1nn(-c2ccccc2)c(C)c1NC(=O)COC(=O)/C=C/c1ccccc1,7,0,-2.2,-0.4,0,-3,-0.3,x,2,3
C#CC(CC)(CC)NC(=O)c1nn(-c2ccccc2Cl)c(C)cc1=O,4,-20,13,2.1,-14,17,0.7,11,5,0
COc1ccc(C(C)=O)cc1CSc1ncccn1,-1,0,x,3.7,-2,-2,-2.6,22,-6,7
CCCn1c(CCC(=O)O)nc2cc(S(=O)(=O)N(CC)CC)ccc21,3,1,x,2.2,9,0,-3.3,3,-4,-2
Cc1nnc(NC(=O)c2ccc(C)c(S(=O)(=O)N3CCCCCC3)c2)s1,15,-1,2.2,3.0,-9,-5,-1.0,6,-4,5
COc1ccc(C#Cc2ccc3c(c2)O[C@H](CN(C)S(=O)(=O)c2ccccc2F)[C@H](C)CN([C@H](C)CO)S3(=O)=O)cc1,x,-4,-2.5&-4.0&5.1,x,x,1,-1.0,x,x,11

Screening results (PubChem)
